# MITF primary: human MITF inhibition, primary screen | AlphaScreen MITF homodimerization, bead proximity signal | AID 1259374 | 0.91% of 650,000 active | inhibition, % at 2.6 µM | O75030; in the data active = inhibition above about 50%;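 also: 0% = vehicle wells with protein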
# Target sequence (O75030 whole entry, looked up): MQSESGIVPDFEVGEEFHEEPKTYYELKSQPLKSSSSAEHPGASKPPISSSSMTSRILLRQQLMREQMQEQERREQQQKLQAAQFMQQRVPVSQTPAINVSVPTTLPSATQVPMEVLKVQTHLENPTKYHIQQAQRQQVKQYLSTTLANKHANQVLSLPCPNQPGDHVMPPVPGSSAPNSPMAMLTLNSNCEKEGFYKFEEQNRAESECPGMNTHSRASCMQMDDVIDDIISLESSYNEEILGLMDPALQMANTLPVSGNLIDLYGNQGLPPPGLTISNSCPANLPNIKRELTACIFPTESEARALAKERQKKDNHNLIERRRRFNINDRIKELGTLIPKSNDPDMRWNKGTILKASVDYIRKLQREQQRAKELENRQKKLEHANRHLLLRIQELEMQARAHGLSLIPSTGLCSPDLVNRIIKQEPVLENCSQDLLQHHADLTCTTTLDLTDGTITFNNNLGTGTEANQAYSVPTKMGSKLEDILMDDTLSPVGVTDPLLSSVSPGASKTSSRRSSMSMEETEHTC
# GPR151 ag: activates the human receptor GPR151; Q8TDV0; PathHunter beta-arrestin GPR151 cells, luminescence; activation, % at 11.2 µM; 1% of 650,000 active; AID 1508602; in the data active = activation above about 4.9%;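 also: 0% = median of compound wells and 100% = cells with positive control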
# Target sequence (Q8TDV0 whole entry, looked up): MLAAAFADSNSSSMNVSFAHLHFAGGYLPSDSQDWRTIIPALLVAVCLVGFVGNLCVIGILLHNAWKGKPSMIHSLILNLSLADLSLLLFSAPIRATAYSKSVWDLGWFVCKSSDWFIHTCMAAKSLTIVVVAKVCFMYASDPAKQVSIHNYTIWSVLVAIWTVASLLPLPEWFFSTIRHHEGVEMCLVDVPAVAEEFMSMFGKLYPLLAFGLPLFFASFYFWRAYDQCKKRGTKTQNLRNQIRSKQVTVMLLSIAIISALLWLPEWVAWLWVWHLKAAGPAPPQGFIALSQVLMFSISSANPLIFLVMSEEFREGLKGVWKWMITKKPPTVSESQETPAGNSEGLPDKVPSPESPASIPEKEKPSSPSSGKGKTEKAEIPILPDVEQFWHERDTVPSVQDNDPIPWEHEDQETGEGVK
# TEAD-YAP inh: TEAD-YAP interaction inhibition; 1.4% of 640,000 active; AID 1259422; HEK-TIYL cells, TEAD-Gal4/YAP UAS-luciferase luminescence; inhibition, % at 9.12 µM; in the data active = inhibition above about 32%;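 also: 0% = median of test compound wells and 100% = reference inhibitor wells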
# FBW7 act: human FBW7 E3 ligase activation, primary screen. Q969H0. AlphaScreen FBW7–phospho-cyclin E peptide binding, activator screen. normalized activity (activation), % at 26.1 µM. 0.13% of 650,000 active. AID 1259310; in the data active = normalized activity above about 1.9%;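 also: purified mutant Fbw7 with reduced substrate affinity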
# The depositor's hits bear a star.
SMILES	MITF primary	GPR151 ag	TEAD-YAP inh	FBW7 act
COC(=O)c1sc2ccccc2c1NC(=O)c1cccc(OC)c1	0	-1.4	-3	0.2
COC(=O)c1ccc2c(=O)n(-c3ccc(OC(F)(F)F)cc3)c(=S)[nH]c2c1	-8	-1.2	-10	-0.1
O=C(O)/C=C/C(=O)NNC(=O)c1cc(O)cc(O)c1	16	-0.1	-1	0.7
CCOC(=O)N1CCN(S(=O)(=O)c2ccc(C(=O)Nc3nc(-c4ccc(C)cc4C)cs3)cc2)CC1	3	0.3	0	-0.1
COc1ccc(N2C(=O)C(Cl)=C(Nc3ccccc3F)C2=O)cc1	3	1.6	11	0.0
COC(=O)c1c(NC(=S)NC(=O)C2CC2)sc2c1CCCC2	7	-0.4	-18	-0.1
CCOCCn1cnc2sc(C(=O)N3CCCCCC3)c(C)c2c1=O	-2	-1.1	-7	-0.1
CCc1cc(C(=O)COc2ccccc2)c(OC)cc1OC	18	-0.7	-7	0.0
CCn1c[n+](CC(O)COc2ccc(OC)cc2)c2ccccc21 (configuration not stated)	22	-0.8	3	0.5
COc1ccccc1CNC(=O)Cn1cnc2sc3c(c2c1=O)CCCC3	-6	-0.3	-8	0.1
O=S(=O)(NCCOCC(F)(F)F)c1ccc2oc3ccccc3c2c1	9	0.4	1	-0.1
O=c1c2sc(=S)n(Cc3ccco3)c2nc(SCc2ccc(F)cc2Cl)n1-c1ccc(F)cc1	3	-1.5	-5	-0.1
NC(=O)c1ccccc1NC(=O)C1C2C=CC(C2)C1C(=O)O (configuration not stated)	13	-0.3	1	0.1
CCOc1ccc(N(CC(=O)N2CCN(c3ccccc3OC)CC2)S(=O)(=O)c2ccc(SC)cc2)cc1	1	-0.3	-3	-0.3
COc1cc2nc(Cl)nc(N3CCN(C)CC3)c2cc1OC	6	-0.2	-7	-0.1

# Other records
SMILES	MITF primary	GPR151 ag	TEAD-YAP inh	FBW7 act
COc1cccc(OCCOc2c(Cl)cc(-c3nc4sc5c(c4c(=O)[nH]3)CCCC5)cc2OC)c1	-1	0.2	3	0.0
CC(C(=O)NCc1ccco1)C1Sc2ccccc2N(Cc2ccc(F)cc2)C1=O (configuration not stated)	17	0.2	9	0.0
Cc1ccccc1C(=O)NC(C)C(=O)O (configuration not stated)	17	-2.3	4	-0.1
COc1ccc2[nH]c(=O)c(CN(C)S(=O)(=O)c3ccccc3)cc2c1	-1	1.2	6	0.3
Cc1ccc2c(CNCCc3ccccc3Cl)c(C(=O)O)n(Cc3ccccc3)c2c1	2	1.6	12	0.1
COCCNC(=O)c1ccc2c(c1)CC(c1nc3ccc(-c4cn[nH]c4)cc3c(=O)[nH]1)CO2 (configuration not stated)	38	-1.5	-11	1.1
Cc1nn(-c2ccccc2)c(Cl)c1C1N(Cc2ccccc2)CCN1Cc1ccccc1	-23	0.2	1	-0.1
CNC(=O)Cc1nc2ccccc2n1CC(=O)Nc1cccc(C)c1	2	0.1	-9	0.6
O=C(Nc1nnc(SCC(=O)N2CCCc3ccccc32)s1)c1ccccc1	11	0.8	-4	0.2
Cc1ccccc1C(=O)NC(=S)NCC1CCCO1 (configuration not stated)	-3	-0.3	-4	-0.1
CC1CC(C)CN(CCCNC(=O)c2cnc(N3CCN(c4ncccn4)CC3)c3ccccc23)C1 (configuration not stated)	0	0.3	7	-0.1
c1ccc(-n2nnnc2Oc2ccc(-c3nnco3)cc2)cc1	13	-0.1	16	0.6
Cc1ccccc1N(CC(=O)NCc1cccnc1)S(=O)(=O)c1ccc(Cl)cc1	9	4.7	4	-0.1
COc1ccccc1C(=O)N1CCC(n2c(C)nc3cc(C(F)(F)F)ccc32)CC1	-6	0.3	6	0.1
Cc1[nH]nc2c1C(c1ccccc1Cl)C(C#N)=C(N)O2 (configuration not stated)	-4	2.0	7	-0.1

# Further results follow.
SMILES	MITF primary	GPR151 ag	TEAD-YAP inh	FBW7 act
CCCSc1nnc(-c2ccccc2Cl)n1N	19	-0.8	-11	0.5
CCOc1ccc(/C=c2\sc3nc(=O)c(C)nn3c2=O)cc1OC	8	-0.2	16	-0.1
O=[N+]([O-])c1ccc2c(c1)ncn2CCO	-1	0.9	-5	0.7
O=C(CCC1CCCCC1)N(c1ccccc1)C1C=CS(=O)(=O)C1 (configuration not stated)	7	0.6	0	-0.1
COc1cc(OC)cc(C(=O)OCc2ccccc2)c1	-20	-0.1	1	0.1
O=C(N/N=C/c1ccc(I)cc1)C(=O)Nc1cccc(F)c1	-2	0.0	-16	0.0
Cc1cc(C)n2nc(C(=O)OCC(=O)N(Cc3ccccc3)C(C)(C)C)nc2n1	-12	1.7	-9	0.0
CC(C)(C)c1ccc(-c2nc3cc(Cl)ccc3c(=O)o2)cc1	6	-0.1	3	0.7
O=C(Nc1nnc(SCC(=O)N2CCCc3ccccc32)s1)c1cccs1	-15	-2.3	-8	0.0
COc1cccc(COc2cccc(C3(C)NC(=O)NC3=O)c2)c1 (configuration not stated)	0	1.0	-3	-0.1
CCC(=O)Nc1ccc(C(=O)NNC(=O)c2ccc(OC)cc2)cc1	13	0.6	7	0.2
Cc1ncoc1C(=O)NCc1ccc(Cl)cc1	-5	-0.4	0	0.0
COc1cc(Cl)c(S(=O)(=O)Nc2ccc(NC(C)=O)cc2)cc1Cl	-6	-0.5	8	0.0
COc1cc(NC(=O)c2ccc(Cl)cc2)nc(OC)n1	8	-3.1	-39	0.1
CC1(O)N(CCCCCC(=O)O)C(=O)OC12CCCCC2 (configuration not stated)	5	0.3	-2	0.0

# Next entries:
SMILES	MITF primary	GPR151 ag	TEAD-YAP inh	FBW7 act
C=CCn1c(NCc2ccc(OC)c(OC)c2)nc2ccccc21	13	-0.5	5	-0.1
CNC(=O)COc1coc(CN2CCN(c3ccc(F)cc3)CC2)cc1=O	6	-1.3	1	0.0
CCCNc1nc(Nc2ccccc2)nc2nc[nH]c12	9	4.8	13	0.3
O=C(N/C(=C\c1ccc(Br)cc1)C(=O)N1CCNCC1)c1ccccc1Cl	0	0.2	7	-0.1
CC1CC(C)CN(C2CCN(C(=O)c3cccs3)CC2)C1 (configuration not stated)	27	2.8	-2	0.0
CCNC(=O)Cn1c(CO)cnc1SCc1ccc(C(=O)OC)cc1	0	0.9	3	0.0
COc1ccc(N2CSC3=C(C#N)C(c4cccc(OC)c4OC)CC(=O)N3C2)cc1 (configuration not stated)	-1	0.9	-35	-0.2
COc1cccc(N(CC(=O)Nc2ccc(Cl)cc2)S(C)(=O)=O)c1	10	0.3	9	0.1
COc1ccc(Cn2ccnc2SCC(=O)Nc2nc(C)cs2)cc1	-16	2.6	4	-0.4
Cc1c(NC(=O)c2ccc3ccccc3c2)cccc1-c1nc2ccccc2[nH]1	-3	-0.5	-1	0.0
CCNc1nccc(Nc2ccc3c(c2)OCO3)n1	-3	-1.3	-39	0.0
COc1ccc(Cl)cc1N(CC(=O)NCc1cccnc1)S(C)(=O)=O	8	0.2	2	-0.1
CCc1nn(CC(=O)N2CCC(N3CCCCC3)CC2)c(=O)c2cc3occc3n12	10	0.3	-1	0.0
O=C(Nc1nc(-c2ccccc2)cs1)C1COc2ccccc2O1 (configuration not stated)	4	1.5	-3	-0.2
Cc1ccc(C(=O)/C=C2/NCC3c4ccccc4CCN3C2=O)cc1 (configuration not stated)	-7	-0.1	-8	-0.2

# (cont.)
SMILES	MITF primary	GPR151 ag	TEAD-YAP inh	FBW7 act
CCCCn1c(SCC(=O)c2ccccc2)nc2c1c(=O)[nH]c(=O)n2C	-9	-1.0	-5	-0.1
COc1ccc(C(=O)NNS(=O)(=O)c2cccc([N+](=O)[O-])c2)cc1OC	3	1.2	2	0.2
O=C(CCc1nc(-c2ccccc2F)no1)N1CCN(c2cccc(Cl)c2)CC1	1	-1.2	-5	0.1
CCOc1ccc(NC(=S)NCC2CCCO2)cc1 (configuration not stated)	2	0.6	-9	0.1
COc1cccc(C(=O)Nc2ccc(C)cc2C(=O)c2ccccc2)c1OC	8	0.5	-7	0.7
CCN1CCCC1CNC(=O)c1ccc(CS(=O)(=O)c2c(Cl)cccc2Cl)o1 (configuration not stated)	6	0.0	2	0.3
O=C(NC1CCCC1)c1ccc(Cn2c(=S)[nH]c3cc4c(cc3c2=O)OCO4)cc1	5	-1.6	-5	0.0
COc1ccc(-c2nn(-c3ccccc3)cc2N)cc1	3	0.7	-66	-0.1
Cc1nc2sc3c(N4CCOCC4)ncnc3c2c2c1COC(C)(C)C2	10	-0.8	-10	0.1
O=c1[nH]c2c(n1-c1ccccc1)C=Nc1ccccc1N2	20	-2.5	-61	0.7
Cc1ccc(NC(=O)Cc2c(O)c3ccccc3[nH]c2=O)c(C)c1	-7	2.0	-4	0.1
CCC(=O)c1ccc(OCC(O)CN2C(C)(C)CC(O)CC2(C)C)cc1 (configuration not stated)	7	0.1	-9	0.2
CC(=O)Nc1nnc(SCC(=O)Nc2ccc(F)cc2)s1	-2	-1.4	3	0.1
COc1ccc(Nc2nccn3c(-c4cccc(NC(C)=O)c4)cnc23)cc1	-7	-6.6	8	0.7
CCCC(=O)N1c2ccccc2-c2nnc(SC)nc2OC1c1c(OC)ccc2ccccc12 (configuration not stated)	5	0.7	3	0.1

# Next section:
SMILES	MITF primary	GPR151 ag	TEAD-YAP inh	FBW7 act
CCCCC(=O)NC(=S)NNC(=O)c1ccc(OC)cc1	7	4.2	11	-0.2
CCOC(=O)c1c(NC(=O)COc2ccc(CC)cc2)sc2c1CCCC2	-15	0.9	13	0.4
CCc1ccccc1NC(=O)CSc1nc2nc(C)c(Cc3c(F)cccc3Cl)c(C)n2n1	-7	0.0	4	-0.1
Cc1ccccc1Cn1cnc2c(cnn2C(C)(C)C)c1=O	7	-1.4	-16	0.3
CCOC(=O)c1ccc(NC(=O)Cn2nnc(-c3ccc(F)cc3)n2)cc1	9	-0.3	4	0.0
COc1cc(NS(=O)(=O)c2ccc(Nc3nc(-c4ccc(Br)cc4)cs3)cc2)nc(OC)n1	10	1.1	7	0.2
Cc1nnc(Sc2ccc(C(=O)Nc3sc(C)c(C)c3C#N)cc2[N+](=O)[O-])s1	13	-0.1	9	0.1
CCOC(=O)c1c(NC(=O)c2cc(-c3cccc(C)c3)nc3ccccc23)sc2c1CCCCCC2	7	-0.4	-5	0.0
Cc1cc2nc(C3CCCCN3C(=O)CCn3cnnn3)[nH]c2cc1C (configuration not stated)	13	-0.9	-12	-0.1
COc1ccc([N+](=O)[O-])cc1COc1ccc2c(C)cc(=O)oc2c1	17	1.0	-10	0.4
C=CCn1c(CCCN2C(=O)c3cccc4cccc(c34)C2=O)nnc1SC/C=C/c1ccccc1	-1	0.0	-5	0.2
COc1ccc(C2/C(=C(\O)c3ccc(F)cc3)C(=O)C(=O)N2c2nnc(C)s2)cc1OC (configuration not stated)	-3	-0.6	-23	-0.2
C=CCOc1ccc(/C=C2/SC(N3CCN(c4ccccc4C)CC3)=NC2=O)cc1	11	0.4	11	0.5
COc1ccc(C(=O)OCc2ccccc2)cc1S(=O)(=O)N1CCOCC1	-6	0.7	3	0.0
Cc1ccc(-c2[nH]ncc2CN2CCCN(c3ncccn3)CC2)cc1C	-1	0.4	7	-0.1

# New compounds follow
SMILES	MITF primary	GPR151 ag	TEAD-YAP inh	FBW7 act
CC1C(=O)NCCN1C(=O)CCCSc1ccc(F)cc1 (configuration not stated)	19	-1.0	-8	1.3
Cc1ccc(C2=N/C(=C\c3ccc(I)o3)C(=O)O2)cc1	7	-1.2	0	0.1
O=C(N(Cc1ccc(Cl)cc1Cl)c1cccc([N+](=O)[O-])c1)C(F)(F)F	8	0.9	4	0.0
CCOc1cc(C(c2c(C)[nH]c3ccccc23)c2c(C)[nH]c3ccccc23)cc(Br)c1O	6	0.0	-3	-0.2
Cc1cc(=O)n(C)c(=O)n1CCCCN1CCCC1	38	0.9	1	-0.1
O=C(COc1ccccc1[N+](=O)[O-])Nc1cccc(-c2nc3ccccc3[nH]2)c1	23	-1.2	-8	0.2
COC(=O)C(=CC(=O)c1ccc(C)cc1C)C(=O)OC	20	-0.4	-9	0.3
Cc1ccc(N(CC(=O)Nc2cc(F)ccc2F)S(=O)(=O)c2cccs2)cc1	8	0.0	-2	0.0
O=C(Nc1ccc(F)cc1F)c1cn(-c2ccc(Cl)cc2)c(=O)c2ccccc12	11	-1.8	2	0.8
Cc1ccc(C(O)CN=Cc2c(O)ccc3ccccc23)cn1 (configuration not stated)	9	2.4	12	0.1
c1ccc(Nc2cc(-c3csc4ccccc34)ncn2)cc1	-9	0.3	-63	-0.1
CCOC(=O)CCc1c(C)nc2nc(CNC(=O)c3ccccc3)nn2c1C	-7	5.2*	0	0.0
CCOC(=O)N1CCN(C(=O)CCCCn2c(=S)[nH]c3ccsc3c2=O)CC1	-5	-0.7	12	0.1

# Compound activity deposited in PubChem BioAssay by The Scripps Research Institute Molecular Screening Center.
